# Screening data (PubChem)
# Mcl1-Noxa inh = Mcl-1/Noxa binding inhibitors, primary screen, biochemical, TR-FRET, 1536-well; actives 1.5% (n = 220,000); TR-FRET Mcl-1/Noxa peptide binding, 2 h; inhibition, % at 21.7 µM; Induced myeloid leukemia cell differentiation protein Mcl-1 (Homo sapiens), Q07820;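 active means compounds that cut the protein-peptide binding signal by more than 50% relative to plate controls in a single-dose test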;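 further: His-tagged Mcl-1 with rhodamine Noxa BH3 peptide and terbium anti-His antibody; 0% = Mcl-1 plus Noxa peptide wells and 100% = peptide-only wells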
# Target sequence (Q07820 whole entry, looked up): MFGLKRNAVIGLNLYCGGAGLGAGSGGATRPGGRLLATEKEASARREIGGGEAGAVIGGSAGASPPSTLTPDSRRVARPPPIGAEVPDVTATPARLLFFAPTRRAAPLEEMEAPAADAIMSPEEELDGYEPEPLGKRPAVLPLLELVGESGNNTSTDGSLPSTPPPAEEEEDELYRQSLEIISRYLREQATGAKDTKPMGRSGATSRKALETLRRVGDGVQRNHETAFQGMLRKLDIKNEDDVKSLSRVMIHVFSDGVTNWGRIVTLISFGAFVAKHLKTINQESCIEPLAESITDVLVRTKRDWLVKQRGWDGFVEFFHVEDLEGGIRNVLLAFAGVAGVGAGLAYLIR
# GSH fluor = compound fluorescence on glutathione beads, profiling panel, artefact control, biophysical, 488/530 nm, flow cytometry; GSH beads flow cytometry, compound fluorescence 488/530 nm; active compounds read high; fluorescence (KMESF) at 10 µM; actives 0.25% (n = 190,000); in the data active means fluorescence above about 89;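 further: glutathione beads carrying GST-tagged Bcl family fusion proteins plus one bare bead set; values are compound well signal with DMSO vehicle wells as background; inactives centre near 16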
# Mcl1 Bid PPI = Mcl-1/Bid binding inhibitors, primary screen, biochemical, TR-FRET, 1536-well; TR-FRET Mcl-1/Bid-Dy647 peptide binding; inhibition, % at 21.7 µM; actives 0.97% (n = 220,000);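 active means compounds that cut the binding signal by more than half at the single screening dose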;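 further: His-tagged Mcl-1 with europium anti-His antibody binding Bid BH3 peptide; 0% = Mcl-1 plus peptide wells and 100% = peptide-only wells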
# Pf gamet viab = late stage P. falciparum gametocyte viability inhibitors, primary screen, ATP luminescence, HTS | P. falciparum stage V gametocytes, 24 h | inhibition, % at 10.9 µM | actives 0.065% (n = 150,000);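 active means inhibition above the mean plus 3 SD of compounds within the control limits, set per campaign, cut at about 38% in these data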;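 further: 0% = DMSO wells and 100% = medium only without gametocytes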
# HRas wt GTP bind = modulators of GTP binding to HRas wildtype, primary screen, biochemical, bead-based flow cytometry, multiplex; GTPase HRas (Homo sapiens), P01112; GST-Ras wt beads, Bodipy-FL-GTP binding; actives lie on both sides; GTP binding activity, % at 10 µM; actives 0.14% (n = 190,000); AID 759, 2007;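 active means GTP binding activity at least 20% away from the 100% baseline, either lowered as inhibitor or raised as activator; inconclusive means flagged as likely green fluorescent, judged across all proteins in the well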;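 further: 0% = unlabeled GTP competition control and 100% = no-compound control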
# Target sequence (P01112 whole entry, looked up): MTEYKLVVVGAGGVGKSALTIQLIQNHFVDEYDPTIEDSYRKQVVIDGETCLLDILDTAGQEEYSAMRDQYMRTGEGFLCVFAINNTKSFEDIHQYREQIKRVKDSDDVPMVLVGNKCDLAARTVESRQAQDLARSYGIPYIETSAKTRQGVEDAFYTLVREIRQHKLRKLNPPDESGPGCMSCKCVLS
# Rab2 wt GTP = modulators of GTP binding to Rab2A wildtype, primary screen, biochemical, dog, bead-based flow cytometry, multiplex. Ras-related protein Rab-2A (Canis lupus familiaris), P61105. GTP binding activity, % at 10 µM. actives 0.19% (n = 190,000). GST-Rab2 wt beads, Bodipy-GTP binding;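 active means GTP binding activity at least 20 points away from 100%, either lowered or raised; inconclusive means signal likely due to the compound's own green fluorescence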;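 further: 0% = beads with excess unlabeled GTP and 100% = no-compound control corrected for plate trend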
# Avidin fluor = green autofluorescence of compounds with avidin beads – biophysical, 488/530 nm, flow cytometry, artefact control, profiling panel | compound fluorescence 488/530 nm; active compounds read high | fluorescence (KMESF) at 10 µM | actives 0.38% (n = 220,000) | AID 1775, 2009; in the data active means fluorescence above about 47; further: inactives centre near 10
# Rab7 wt GTP bind = modulators of GTP binding to Rab7, primary screen, biochemical, wildtype, multiplex bead flow cytometry; GTP binding activity (percent of control), % at 10 µM; GST-Rab7 beads, fluorescent GTP binding; actives lie on both sides; untreated = 100%, excess cold GTP = 0%; Rab7 GTPase wild type (dog), Bodipy-FL-GTP binding; actives 0.055% (n = 190,000);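 active means fluorescent GTP binding to Rab7 beads changed by at least 20 points from the 100% baseline, either direction, mostly lower; inconclusive means compound itself probably fluorescent, or too few beads counted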;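 further: median green fluorescence of bound Bodipy-FL-GTP per Rab7 bead population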
# Rac1 wt modul = wildtype Rac1 GTP binding modulators, primary screen, biochemical, GST-Rac1 beads, flow cytometry, multiplex | actives 0.27% (n = 190,000) | fluorescent GTP binding; actives lie on both sides; 0 = cold GTP competed, 100 = untreated | Ras-related C3 botulinum toxin substrate 1 (Homo sapiens), P63000 | AID 757, 2007 | GTP binding activity (% of control), % at 10 µM;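 active means GTP binding activity at least 20 points away from the 100% control level, either lower or higher; inconclusive means compound flagged as likely green fluorescent, judged across all proteins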
# Cdc42 wt GTP = modulators of GTP binding to wildtype Cdc42, primary screen, biochemical, multiplex bead flow cytometry, Bodipy-GTP; percent activity (GTP binding), % at 10 µM; Cell division control protein 42 homolog (Homo sapiens), P60953; actives 0.2% (n = 190,000); GST-Cdc42 beads; actives lie on both sides;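 active means percent activity GTP binding at least 20 points away from the 100% baseline, either down as inhibitor or up as activator; inconclusive means compound flagged as likely green fluorescent from well-wide comparison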;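 further: median bead fluorescence of bound Bodipy-FL-GTP at 100 nM; 0% = excess unlabeled GTP control and 100% = no compound control; below 100% means less GTP binding so inhibitor and above means activator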
# Target sequence (P60953 whole entry, looked up): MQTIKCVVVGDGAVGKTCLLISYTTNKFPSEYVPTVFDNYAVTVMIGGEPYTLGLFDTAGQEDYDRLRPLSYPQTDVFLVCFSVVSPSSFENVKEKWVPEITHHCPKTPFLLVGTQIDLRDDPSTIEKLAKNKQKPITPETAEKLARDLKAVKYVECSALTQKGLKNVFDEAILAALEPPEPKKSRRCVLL
# Rac1 mut GTP = GTP binding modulators of activated mutant Rac1, primary screen, biochemical, bead-based flow cytometry, multiplex, fluorescent GTP; Ras-related C3 botulinum toxin substrate 1 (Homo sapiens), P63000; GST-Rac1 activated beads; actives lie on both sides; 100% means binding = to untreated wells; percent activity (GTP binding), % at 10 µM; actives 0.11% (n = 190,000); AID 764, 2007;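 active means GTP binding at least 20 percentage points away from the 100% baseline, in either direction, so actives lie on both sides; inconclusive means Compound likely fluorescent itself, or too few beads counted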
# Numbers without * were called inactive; ? = inconclusive; / = not tested or not shown. A portion of the library. The share of hits here may be higher or lower than overall.
# Each structure is followed by: Rab7 wt GTP bind	Rac1 mut GTP	Pf gamet viab	Rab2 wt GTP	Mcl1-Noxa inh	Rac1 wt modul	GSH fluor	Mcl1 Bid PPI	Avidin fluor	HRas wt GTP bind	Cdc42 wt GTP
> CN(C)c1ccc(/C=C/[N+](=O)[O-])cc1
 : 101	98	17	99	39	101	7	-46	4	99	99
> CCn1c(=N)n(Cc2ccccc2F)c2ccccc21
 : 101	101	/	101	0	102	5	3	3	102	103
> Cc1cc(C=C2C(=O)N(C)C(=O)N(C)C2=O)c(C)n1-c1ccccc1
 : 100	98	19	99	-3	100	15	-10	10	100	100
> O=C1Nc2ccccc2/C1=C/c1cnc[nH]1
 : 95	95	/	95	4	90	22	-13	18	91	92
> CC(C)C1(C)N=C(c2ncccc2C(=O)O)NC1=O (stereo not drawn)
 : 101	97	24	102	2	101	29	85*	4	100	101
> CC#CP(=O)(OC)C(O)(CF)c1ccccc1 (stereo not drawn)
 : 99	102	/	102	12	104	22	1	8	102	106
> CC(Cc1ccccc1Sc1ccccc1O)N(C)C (stereo not drawn)
 : 98	99	/	103	0	106	29	-11	14	104	106
> Cc1cccc(-n2c(-c3ccco3)nc3ccccc3c2=O)c1C
 : 97	95	-16	96	-5	99	9	0	10	97	92
> CCCCCCn1c(O)c(C(C)=NC)c(=O)[nH]c1=O
 : 101	100	/	103	11	102	12	-2	9	101	102
> CCOC(=O)C1(c2ccccc2)CCN(Cc2cccc(C(=O)O)c2)CC1
 : 99	98	1	98	11	98	21	7	8	98	99
> CN1Cc2cccnc2N(C)Cc2cc(Cl)ccc21
 : 98	101	-3	101	-6	106	6	-24	2	104	103
> COC(=NC1CCCCC1)C(O)c1c[nH]c2ccccc12 (stereo not drawn)
 : 93	96	/	97	-10	100	10	-42	19	101	101
> c1ccc(C(OCCN2CCNCC2)c2ccccc2)cc1
 : 108	100	/	106	-2	106	14	-9	16	109	110
> COc1ccc(NP(=O)(Nc2ccc(OC)cc2)Oc2ccccc2)cc1
 : 99	97	21	96	21	101	15	3	23	96	99
> Cc1cc(C)nc(NS(=O)(=O)c2ccc(N=Cc3c(O)n(C)c(=O)n(C)c3=O)cc2)n1
 : 104	95	7	96	0	100	21	-32	5	96	95
> Cc1nn(Cc2ccccc2Cl)c(Cl)c1C(=O)O
 : ?	?	15	?	14	?	13	-19	11	?	?
> COc1ccc(NC(=O)c2cn(CCC#N)nc2-c2ccc([N+](=O)[O-])cc2)cc1
 : ?	?	24	?	1	?	13	-4	11	?	?
> COc1cc2c(cc1OC)-c1c(OC)c(OC)cc3c1[C@H](C2)[N+](C)(C)CC3
 : 101	97	11	100	15	105	17	11	10	101	104
> CSc1ncc(/C=C2/C(=O)NC(=O)N(c3ccc(C(C)C)cc3)C2=O)cn1
 : 95	97	-7	98	39	100	9	-31	6	98	97
> C[N+](C)(C)Cc1ccccc1
 : 97	100	/	103	3	101	21	-1	11	101	104
> CC1=NN(c2ccccc2)C(=O)/C1=C/c1c(O)[nH]c(=S)[nH]c1=O
 : 96	96	/	98	20	95	18	-25	11	98	96
> O=C(c1cc(-c2ccccc2)on1)N1CCC2(CC1)OCCO2
 : 98	95	/	97	12	98	14	-32	11	97	99
> CN(C(=O)c1ccc(Cl)nc1)C1(c2ccccc2Cl)CCCCC1=O (stereo not drawn)
 : 103	95	26	98	3	98	10	-4	21	99	94
> O=C1CN(C(=O)CN2CCCCC2)C(c2ccccc2)c2cc(Br)ccc2N1 (stereo not drawn)
 : 96	96	/	95	-3	97	49	-31	8	96	96
> CNS(=O)(=O)c1ccc(N=Cc2c(O)n(-c3cccc(C)c3)c(=O)[nH]c2=O)cc1
 : 98	101	/	99	3	101	22	-2	10	99	99
> CCCCCc1nc2ccccc2c(=O)n1-c1ccccc1[N+](=O)[O-]
 : 99	100	6	98	16	102	7	0	12	98	98
> Cc1ncc(CN2CCCC(C(=O)c3cccc(Cl)c3)C2)s1 (stereo not drawn)
 : 93	94	/	100	0	101	12	10	14	98	102
> CCOC(=O)c1nc2ccccc2c(=O)n1-c1cccc(C)c1
 : 98	99	6	99	17	101	11	-1	11	99	98
> COc1ccc(C(CC(=O)N2CCC3(CC2)OCCO3)NS(=O)(=O)c2ccc(F)cc2)cc1 (stereo not drawn)
 : 109	100	12	108	22	111	12	-2	8	104	105
> COc1cc(-n2c(=S)[nH]c3ccc(C)cc3c2=O)c(Cl)cc1Cl
 : 92	92	6	96	15	96	20	-28	9	94	92

# Gathered by group: those above with a Cl atom
# Each structure is followed by: Rab7 wt GTP bind	Rac1 mut GTP	Pf gamet viab	Rab2 wt GTP	Mcl1-Noxa inh	Rac1 wt modul	GSH fluor	Mcl1 Bid PPI	Avidin fluor	HRas wt GTP bind	Cdc42 wt GTP
> CN1Cc2cccnc2N(C)Cc2cc(Cl)ccc21
 : 98	101	-3	101	-6	106	6	-24	2	104	103
> Cc1nn(Cc2ccccc2Cl)c(Cl)c1C(=O)O
 : ?	?	15	?	14	?	13	-19	11	?	?
> CN(C(=O)c1ccc(Cl)nc1)C1(c2ccccc2Cl)CCCCC1=O (stereo not drawn)
 : 103	95	26	98	3	98	10	-4	21	99	94
> Cc1ncc(CN2CCCC(C(=O)c3cccc(Cl)c3)C2)s1 (stereo not drawn)
 : 93	94	/	100	0	101	12	10	14	98	102
> COc1cc(-n2c(=S)[nH]c3ccc(C)cc3c2=O)c(Cl)cc1Cl
 : 92	92	6	96	15	96	20	-28	9	94	92

# Remaining list, next part.
# Each structure is followed by: Rab7 wt GTP bind	Rac1 mut GTP	Pf gamet viab	Rab2 wt GTP	Mcl1-Noxa inh	Rac1 wt modul	GSH fluor	Mcl1 Bid PPI	Avidin fluor	HRas wt GTP bind	Cdc42 wt GTP
> CCN(CC)CCNCC(=O)Nc1ccc(Cl)cc1C(=O)c1ccccc1
 : ?	?	/	?	26	?	13	15	6	?	?
> O=C(c1cccs1)N1C2CCC1CC(O)(c1cccnc1)C2 (stereo not drawn)
 : 96	100	18	101	-4	100	22	-13	13	103	102
> COc1ccc(OC)c(C(c2c(O)c3ccccc3oc2=O)c2c(C)n(C)n(-c3ccccc3)c2=O)c1 (stereo not drawn)
 : 100	90	-18	97	14	97	13	-33	5	99	94
> O=c1[nH]c(=S)[nH]c(O)c1N=Nc1ccc2c(c1)OCO2
 : 97	92	-14	94	20	94	10	-34	12	93	91
> COc1cccc(O)c1CN1CCCC(C(=O)c2sccc2C)C1 (stereo not drawn)
 : 96	97	/	97	-1	98	26	-39	10	94	98
> CCC(=O)N1CC(=O)Nc2ccc(F)cc2C1c1ccccc1 (stereo not drawn)
 : 100	98	/	99	-6	102	13	-7	10	100	97
> CN1CCN(c2ccc([N+](=O)[O-])c(NCC3CCCO3)c2)CC1 (stereo not drawn)
 : 97	99	-19	98	15	103	15	-12	18	97	100
> O=C1NC(=S)NC(=O)C1=Cc1cccn1-c1ccc(O)cc1
 : 104	97	10	100	76*	98	10	-38	14	98	101
> C[C@@]1(CO)[C@H](O)CC[C@@]2(C)[C@H]1CC[C@H]1C[C@@H]3C[C@@]12CC[C@]3(O)CO
 : 91	101	/	100	11	103	22	-12	10	101	103
> CC1CN=C(Nc2ccc(F)cc2)S1 (stereo not drawn)
 : 99	94	/	95	8	102	16	2	12	97	96
> CC(c1ccccc1F)n1cc(C(=O)Nc2ccc3nc[nH]c3c2)nn1 (stereo not drawn)
 : 97	97	/	97	23	103	18	-12	32	99	100
> COc1ccc(CCNC(=O)c2c(N)n(CCN3CCOCC3)c3nc4ccccc4nc23)cc1
 : 96	98	/	97	22	99	46	10	35	98	100
> C=C(C=O)CC1CC(O)[C@]2(C)OC3CC4OC5C[C@]6(C)O[C@]7(C)CCC8OC9C[C@]%10(C)OC%11C(C)=CC(=O)OC%11CC%10OC9C[C@@H](C)C8OC7CC6O[C@]5(C)CC5OC5C4OC3CC2O1 (stereo partly drawn)
 : 107	95	/	97	10	97	21	78*	5	98	93
> O=C1NC(=O)C(=Cc2cn(CCOc3ccc4c(c3)OCO4)c3ccccc23)C(=O)N1
 : 94	92	/	96	20	99	40	28	3	96	91
> C=CCn1c(O)c(C(CC)=Nc2cc(OC)ccc2OC)c(=O)[nH]c1=O
 : 99	99	1	102	-11	100	66	-60	7	102	101
> O=C(COC(=O)c1cccc(O)c1)Nc1ccc(Cl)cc1C(=O)c1ccccc1
 : 97	95	/	97	13	101	14	-35	15	97	95
> CC(C)CC12CN3CCN(CC(C3)/C1=N/O)C2
 : 99	101	13	104	9	105	25	-23	19	104	105
> Clc1ccccc1Nc1ncnc(-n2cccc2)n1
 : 99	97	-13	97	-3	102	22	-16	25	99	98
> c1cncc(CNCCc2c[nH]c3ccccc23)c1
 : 102	92	-3	100	6	97	22	1	9	100	97
> CCc1ccc(CNCCc2ccc(F)cc2)cc1
 : 105	102	-12	100	13	101	7	-1	4	101	101
> COC(=O)N(c1ccccc1)P1(=S)OCCO1
 : 102	99	/	103	15	106	12	-14	20	104	105
> CCC(=NCCc1ccccc1)c1c(O)n(C2CCCCC2)c(=O)[nH]c1=O
 : 96	94	/	94	/	92	26	-7	8	97	95
> CCCCCCn1c(O)c(C=Nc2c(C)n(C)n(-c3ccccc3)c2=O)c(=O)[nH]c1=O
 : 95	95	/	97	11	98	49	-13	7	97	98
> Cc1ccc(-c2nc3ccccc3c(=O)n2-c2cccc(C)n2)cc1
 : 103	95	2	99	6	99	11	-14	12	101	96
> CC1=CC(=C2C(=O)NC(=O)NC2=O)C=C(C(F)(F)F)N1C(C)C
 : 99	97	-10	95	6	102	36	-25	13	99	98
